Source: PubChem (NMMLSC)
Bim-Bcl-B = human Bim-Bcl-B interaction inhibition; Q9HD36; bead-based flow cytometry, Bim peptide-Bcl-B binding; inhibition, % at 10 µM; 190,000 compounds, 0.073% hits;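 further: 0% = tracer peptide without compound and 100% = reference inhibitor peptide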
Mcl-1 Bim block = inhibitors of Bim-Mcl-1 interaction, human; Q07820; Bead-based flow cytometry, Bim peptide-Mcl-1 binding; inhibition, % at 10 µM; 190,000 compounds, 0.1% hits;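 further: 0% = no compound tracer wells and 100% = peptide blocker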
Bcl-XL Bim block = human Bim-Bcl-XL interaction inhibition; Bim peptide-Bcl-XL binding, bead flow cytometry, fluorescence; inhibition, % at 10 µM; Q07817; 190,000 compounds, 0.04% hits
Bim-Bcl-W = human Bim-Bcl-W interaction inhibition; bead-based flow cytometry, Bim peptide-Bcl-W binding; inhibition, % at 10 µM; 190,000 compounds, 0.02% hits; AID 952;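 further: 0% = bound tracer without compound and 100% = peptide blocker; higher means less fluorescent Bim peptide bound to Bcl-W beads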
RGS4-Gao reg = modulates binding of RGS4 to human Galphao; AID 1415; Multiplexed bead flow cytometry; actives lie on both sides; 220,000 compounds, 0.33% hits; P09471; binding response (% of control), % at 10 µM; in the data active means binding response below about 49% or above about 150%; inactive means in between;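 further: fluorescent Galphao activated with aluminum fluoride binding bead-coupled RGS4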
RGS8-Gao reg = human RGS8-Galphao interaction regulation; multiplexed bead flow cytometry, RGS8-Galphao binding; actives lie on both sides; response (percent of control binding), % at 10 µM; 220,000 compounds, 0.34% hits; in the data active means response below about 60% or above about 140%; inactive means in between;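 further: Galphao activated as the GDP aluminium fluoride complex binding bead-coupled RGS8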
RGS7-Gao reg = modulates binding of RGS7 to human Galphao | binding response (% of control), % at 10 µM | Multiplexed bead flow cytometry; actives lie on both sides | P09471 | 220,000 compounds, 0.35% hits; in the data active means binding response below about 49% or above about 150%; inconclusive means no clear call, values can overlap the other calls; inactive means in between;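 further: fluorescent Galphao held in activated GDP-AlF4 state binding bead-coupled RGS7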
ABCG2 inh = blocks JC-1 efflux by human ABCG2 transporter. inhibition, % at 6.6 µM. 190,000 compounds, 0.1% hits. IgMXP3 cells, flow cytometry. Q9UNQ0;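 active means inhibition above 80%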;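 further: 0% = DMSO and 100% = nicardipine control wells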
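Times: 10 min at 25 °C | Test system: Two drug-resistant human cell lines, ABCG2 and ABCB1 | Quantity: 3 million cells/mL final, two lines in 1:1 ratio | Signal: Flow cytometry, 530 nm JC-1 signal | Dosing: Compound at 6.6 µM | Controls: Nicardipine and DMSO wells | Reagent: JC-1 as fluorescent efflux pump substrate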
ABCB1 block = inhibitors of human ABCB1 transporter, ABCG2 counter-screen; P08183; CCRF-Adr cells, JC-1 efflux, flow cytometry; inhibition, % at 6.6 µM; 190,000 compounds, 0.067% hits; in the data active means inhibition above about 40%;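 further: 0% = vehicle and 100% = reference inhibitor; higher value means more JC-1 retained so stronger ABCB1 efflux block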
Target sequence (P08183 whole entry, looked up): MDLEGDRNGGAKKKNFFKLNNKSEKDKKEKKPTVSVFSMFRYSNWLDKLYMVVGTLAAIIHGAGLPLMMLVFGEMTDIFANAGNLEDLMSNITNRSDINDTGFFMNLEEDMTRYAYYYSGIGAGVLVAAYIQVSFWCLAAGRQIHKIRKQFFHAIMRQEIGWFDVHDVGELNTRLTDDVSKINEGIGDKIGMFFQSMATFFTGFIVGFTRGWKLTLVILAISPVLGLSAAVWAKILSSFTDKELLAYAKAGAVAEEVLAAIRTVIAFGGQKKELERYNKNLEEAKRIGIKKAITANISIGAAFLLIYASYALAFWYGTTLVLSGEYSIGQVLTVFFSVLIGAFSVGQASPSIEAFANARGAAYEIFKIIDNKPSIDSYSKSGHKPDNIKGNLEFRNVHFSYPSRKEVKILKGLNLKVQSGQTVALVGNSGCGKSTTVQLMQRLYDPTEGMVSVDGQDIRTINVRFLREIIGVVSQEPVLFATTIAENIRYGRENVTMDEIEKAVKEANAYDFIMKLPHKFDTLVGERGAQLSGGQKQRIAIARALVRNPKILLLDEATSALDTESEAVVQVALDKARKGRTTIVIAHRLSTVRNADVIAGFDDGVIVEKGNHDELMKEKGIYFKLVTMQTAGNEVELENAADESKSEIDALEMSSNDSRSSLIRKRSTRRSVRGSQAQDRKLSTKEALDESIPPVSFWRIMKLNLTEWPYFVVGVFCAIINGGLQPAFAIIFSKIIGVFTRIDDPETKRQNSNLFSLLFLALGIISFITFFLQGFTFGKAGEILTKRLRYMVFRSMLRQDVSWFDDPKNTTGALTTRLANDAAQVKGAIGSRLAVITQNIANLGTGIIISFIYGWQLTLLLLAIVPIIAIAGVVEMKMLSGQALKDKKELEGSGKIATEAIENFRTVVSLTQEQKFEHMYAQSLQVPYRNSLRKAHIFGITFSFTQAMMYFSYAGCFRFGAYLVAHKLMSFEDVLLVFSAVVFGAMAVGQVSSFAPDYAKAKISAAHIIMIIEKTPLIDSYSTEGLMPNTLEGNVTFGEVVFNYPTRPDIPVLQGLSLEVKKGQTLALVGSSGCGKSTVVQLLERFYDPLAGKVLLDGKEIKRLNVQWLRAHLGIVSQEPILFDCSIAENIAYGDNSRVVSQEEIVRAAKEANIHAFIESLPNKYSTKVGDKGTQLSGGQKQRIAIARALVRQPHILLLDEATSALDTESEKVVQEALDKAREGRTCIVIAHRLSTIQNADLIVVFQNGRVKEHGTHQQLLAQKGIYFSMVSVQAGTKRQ
Bfl-1 Bim block = inhibitors of Bim-Bfl-1 interaction, human; Bead-based flow cytometry, Bim-Bfl-1 binding inhibition; inhibition, % at 10 µM; 190,000 compounds, 0.12% hits; AID 1008;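 further: 0% = wells without compound plus tracer and 100% = blocker peptide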
Bcl-2 Bim block = disrupts Bim peptide binding to human Bcl-2; Bead-based flow cytometry, Bim peptide-Bcl-2 binding; inhibition, % at 10 µM; 190,000 compounds, 0.06% hits; in the data active means inhibition above about 40%; inconclusive means no clear call, values can overlap the other calls;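 further: 0% = no compound wells with probe peptide and 100% = reference peptide inhibitor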
* hit, by the source's call; ? = inconclusive; / = not tested or not shown. Unless noted, no stated cut-off is given here; in the data, active means inhibition above about 40%. No enrichment for hits, and some 0.94% of all compounds hit somewhere here.

1) CC(C)C(=O)Nc1ccccc1Cc1ccccc1
2) O=C(c1ccco1)c1cn(CC(=O)N2CCCc3ccccc32)c2ccccc12
3) CCn1c(COc2ccccc2C)nnc1SCC(=O)CC(=O)Nc1ccccc1OC
4) CCOC(=O)CCCNC(=O)CSc1nc2ccc(OCC)cc2[nH]1
5) COc1ccccc1NS(=O)(=O)CC12CCC(CC1=O)C2(C)C (stereo not drawn)
6) Cc1ccccc1N=C1NC(=O)CS1
7) CCOc1ccc(C2C(C#N)=C(N)SC(N)=C2C#N)cc1OC
8) COc1ccc(OC)c(NC(=O)CSc2nnc(Cc3cccn3C)n2-c2ccc(F)cc2)c1
compound no.	1	2	3	4	5	6	7	8
Bim-Bcl-B	-3	-4	6	-5	-9	-4	-8	-3
Mcl-1 Bim block	0	-3	0	1	-6	1	0	-6
Bcl-XL Bim block	-1	-5	2	-2	-9	-2	-2	-3
Bim-Bcl-W	0	-2	1	0	-1	0	3	-1
RGS4-Gao reg	98	104	139	99	100	100	98	98
RGS8-Gao reg	100	102	92	98	100	101	99	102
RGS7-Gao reg	98	103	128	?	98	103	104	99
ABCG2 inh	1	7	2	-1	9	0	0	20
ABCB1 block	0.6	1.9	0.2	-0.3	0.6	0.1	-0.2	3.1
Bfl-1 Bim block	-3	-4	2	-4	-17	-10	-9	0
Bcl-2 Bim block	-2	-7	0	0	-8	-2	-3	-1

9) Cc1ccc(-c2cc(C(=O)NCC3CCCO3)c3ccccc3n2)cc1C (stereo not drawn)
10) O=[N+]([O-])c1cccnc1N1CCN(c2ccc(F)cc2)CC1
11) COc1ccc2c(c1)C(NC(=O)C(F)(F)F)CC2=O (stereo not drawn)
12) Cc1onc(-c2ccccc2Cl)c1C(=O)Nc1cccnc1
13) O=C(C1CC1)N1N=C2CCCCC2C1(O)C(F)(F)F (stereo not drawn)
14) O=C1CCC(c2ccccc2)N1C(=O)c1cccnc1 (stereo not drawn)
15) O=C(NC1CCCCC1)c1cccc(Cn2cc(Cl)cn2)c1
16) O=C1c2ccccc2C(=O)N1CCN1CCCCC1
compound no.	9	10	11	12	13	14	15	16
Bim-Bcl-B	-4	-1	-9	-3	-4	-9	-6	0
Mcl-1 Bim block	-1	0	0	-3	1	-1	-5	0
Bcl-XL Bim block	-3	-2	-18	-4	-4	-6	-7	-3
Bim-Bcl-W	0	-1	-1	0	0	0	0	-1
RGS4-Gao reg	103	101	103	92	102	99	102	101
RGS8-Gao reg	102	105	101	99	100	100	99	111
RGS7-Gao reg	102	99	98	95	111	98	99	100
ABCG2 inh	4	3	6	3	0	2	32	-1
ABCB1 block	2.2	0.4	0.4	0.2	0.2	0.0	0.8	-0.2
Bfl-1 Bim block	-2	-6	-11	-5	-3	-17	-16	-1
Bcl-2 Bim block	-3	-3	-11	-3	-2	-5	-11	-6

17) COC(=O)c1ccc(COc2ncnc3sccc23)cc1
18) Nc1cccnc1Sc1ccc(Cl)cc1
19) CC(=O)c1cccc(NC(=S)NCCC2=CCCCC2)c1
20) Cc1cc(OCC(O)CNC(C)(C)C)ccc1Cl (stereo not drawn)
21) COc1ccc(CN2CCN(S(=O)(=O)c3ccc(NC(C)=O)cc3)CC2)c(OC)c1OC
22) Cc1ccc(Oc2cc([N+](=O)[O-])cc3c2C(=O)Nc2ccccc2O3)cc1
23) Cc1ccc2nc(C3CCN(CC(=O)N4CCCCCC4)CC3)[nH]c2c1
24) CCOc1ccc(OCC)c(NC(=O)CN(C)S(=O)(=O)c2cccc3nsnc23)c1
compound no.	17	18	19	20	21	22	23	24
Bim-Bcl-B	-6	0	/	1	-3	-2	3	-5
Mcl-1 Bim block	-2	-2	/	-3	-1	0	0	-2
Bcl-XL Bim block	-5	-4	/	-3	-2	-3	-2	-9
Bim-Bcl-W	-3	-2	/	-3	-2	-1	-1	-1
RGS4-Gao reg	100	99	96	99	108	93	118	100
RGS8-Gao reg	103	100	92	100	105	97	107	97
RGS7-Gao reg	?	95	101	96	102	91	111	100
ABCG2 inh	4	5	4	-1	-1	26	1	70
ABCB1 block	0.1	1.3	-0.5	-0.1	-0.3	5.6	0.1	3.7
Bfl-1 Bim block	-5	-1	/	-1	-7	-24	0	-11
Bcl-2 Bim block	-5	0	?	0	0	-7	-1	-6

25) Cc1[nH]c2ccccc2c1C(=O)C(=O)NCCCn1ccnc1
26) COc1ccc(N2C(=O)CS(=O)C(c3ccccc3)C2=O)cc1 (stereo not drawn)
27) CC(=O)c1ccc(C(=O)N2CCC(CO)(Cc3cccc(C(F)(F)F)c3)CC2)cc1
28) CCCCOC(=O)CCn1[nH]c(=O)c2ccccc2c1=O
29) CCc1noc(C)c1C(=O)N1CCCC1
30) COc1ccc(-c2nnc3sc(-c4cccs4)nn23)cc1OC
31) CCOC(=O)c1c(C#N)cnn1-c1ccc(C)cc1
32) Cc1ccccc1OCCCC(=O)Nc1ccc2c(c1)OCO2
compound no.	25	26	27	28	29	30	31	32
Bim-Bcl-B	-6	-12	-7	-1	-13	-5	-8	-3
Mcl-1 Bim block	-3	-6	-1	-1	-5	0	-5	0
Bcl-XL Bim block	-4	-2	0	-6	-6	0	2	0
Bim-Bcl-W	-5	-2	-1	-1	-5	-1	0	0
RGS4-Gao reg	100	95	101	104	101	106	106	98
RGS8-Gao reg	105	86	99	102	101	104	102	99
RGS7-Gao reg	102	96	101	101	100	103	108	102
ABCG2 inh	1	-4	5	1	2	-3	-2	2
ABCB1 block	0.1	-1.2	1.6	0.3	0.4	-1.0	-0.3	0.1
Bfl-1 Bim block	-10	-8	-5	-4	-23	-8	-8	4
Bcl-2 Bim block	-7	4	-4	-3	-16	-7	-9	1

33) CCOc1ccc(CN2CCC(C(=O)N3CCN(c4ccccc4F)CC3)CC2)cc1OC
34) CCOc1cc(CNCC(O)c2ccccc2)cc(Cl)c1OC (stereo not drawn)
35) Cc1ccc(-n2c(Cc3cccc4ccccc34)n[nH]c2=S)c(C)c1
36) COc1ccc(CCNC(=O)c2nnc(Cc3c(F)cccc3Cl)o2)cc1OC
37) O=C(c1cc2ccccc2oc1=O)N(c1ccc(Cl)cc1)C1C=CS(=O)(=O)C1 (stereo not drawn)
38) CCCCC1CCC(C(=O)N2CCOCC2)CC1 (stereo not drawn)
39) COCCNC(=O)c1ccccc1NC(=O)c1ccc(OC)c(OC)c1
40) Cc1cccc(NC(=S)N2CCN(Cc3ccccc3)CC2)c1C
compound no.	33	34	35	36	37	38	39	40
Bim-Bcl-B	-11	-3	-8	-2	-5	-5	-3	-8
Mcl-1 Bim block	-2	0	0	1	-3	-7	-1	-6
Bcl-XL Bim block	-9	0	-4	-5	-3	-4	-2	-10
Bim-Bcl-W	-2	0	-3	-3	-2	-2	-2	-6
RGS4-Gao reg	110	101	90	102	103	101	101	103
RGS8-Gao reg	107	104	90	99	104	101	99	108
RGS7-Gao reg	109	101	86	100	107	99	98	107
ABCG2 inh	1	0	-5	2	4	1	3	2
ABCB1 block	0.8	0.7	-1.1	1.2	1.1	0.5	0.6	0.5
Bfl-1 Bim block	-10	-5	-2	-7	-1	-1	-2	-5
Bcl-2 Bim block	-9	0	1	-3	-4	-4	-1	-6

41) COc1ccc(OC)c(-c2csc(NC(=O)C3c4ccccc4Oc4ccccc43)n2)c1
42) COc1ccc(CCNC(=O)c2ccccc2SC)cc1
43) Cc1nc2ccccc2nc1CSc1nncs1
44) O=C(CSc1nc(-c2ccccc2)c(-c2ccccc2)[nH]1)Nc1nccs1
45) c1ccc(CNc2nc(-c3cccs3)nc3ccccc23)nc1
46) COc1cccc(CNC(C)(C)CO)c1OCc1ccc(Cl)cc1
47) C=CCOC(=O)C1C(=O)CC(C)(O)C(C(=O)OCC=C)C1c1ccc(OC)cc1 (stereo not drawn)
48) O=Cc1c(OCc2ccccc2)ccc2ccccc12
compound no.	41	42	43	44	45	46	47	48
Bim-Bcl-B	-9	2	-8	-7	-3	-2	-7	-2
Mcl-1 Bim block	-6	5	-2	-6	-1	1	0	0
Bcl-XL Bim block	-8	3	-2	-3	-3	2	-4	0
Bim-Bcl-W	-6	3	-2	-4	0	1	2	0
RGS4-Gao reg	102	102	100	106	110	81	103	105
RGS8-Gao reg	103	102	102	109	124	90	102	101
RGS7-Gao reg	104	101	99	106	110	98	97	98
ABCG2 inh	2	2	11	4	1	1	-8	18
ABCB1 block	0.5	-0.1	1.4	0.4	0.3	0.4	-7.0	-0.4
Bfl-1 Bim block	-15	0	-2	-7	0	-5	-9	-2
Bcl-2 Bim block	-7	3	-3	-7	3	-3	-10	1

Eight of the compounds above, with tabs.
no.	molecule	Bim-Bcl-B	Mcl-1 Bim block	Bcl-XL Bim block	Bim-Bcl-W	RGS4-Gao reg	RGS8-Gao reg	RGS7-Gao reg	ABCG2 inh	ABCB1 block	Bfl-1 Bim block	Bcl-2 Bim block
38	CCCCC1CCC(C(=O)N2CCOCC2)CC1 (stereo not drawn)	-5	-7	-4	-2	101	101	99	1	0.5	-1	-4
39	COCCNC(=O)c1ccccc1NC(=O)c1ccc(OC)c(OC)c1	-3	-1	-2	-2	101	99	98	3	0.6	-2	-1
40	Cc1cccc(NC(=S)N2CCN(Cc3ccccc3)CC2)c1C	-8	-6	-10	-6	103	108	107	2	0.5	-5	-6
41	COc1ccc(OC)c(-c2csc(NC(=O)C3c4ccccc4Oc4ccccc43)n2)c1	-9	-6	-8	-6	102	103	104	2	0.5	-15	-7
42	COc1ccc(CCNC(=O)c2ccccc2SC)cc1	2	5	3	3	102	102	101	2	-0.1	0	3
43	Cc1nc2ccccc2nc1CSc1nncs1	-8	-2	-2	-2	100	102	99	11	1.4	-2	-3
44	O=C(CSc1nc(-c2ccccc2)c(-c2ccccc2)[nH]1)Nc1nccs1	-7	-6	-3	-4	106	109	106	4	0.4	-7	-7
45	c1ccc(CNc2nc(-c3cccs3)nc3ccccc23)nc1	-3	-1	-3	0	110	124	110	1	0.3	0	3

The list continues:
49) CCOC(=O)c1c(C)[nH]sc1=S
50) COc1cc(OC)cc(-c2nnc(SCC(=O)N3CCOCC3)o2)c1
51) NS(=O)(=O)c1ccc(NC(=O)CCC2CCCCC2)cc1
52) O=c1[nH]c2cc3c(cc2cc1C(c1nnnn1Cc1ccccc1)N1CCN2CCCC2C1)OCCO3 (stereo not drawn)
53) CCCCNC(=O)CSc1nc2ccccc2n1S(=O)(=O)c1ccc(Br)cc1
54) COc1cccc(CNC(=O)CCn2c(=O)oc3ccccc32)c1
55) CC(NC(=O)C1CC1)C(c1cccs1)N1CCN(c2ccccc2)CC1 (stereo not drawn)
56) Cc1cccc(N=c2oc3cc(O)ccc3cc2C(N)=O)c1
compound no.	49	50	51	52	53	54	55	56
Bim-Bcl-B	-40	-3	-6	-1	-11	-4	-13	0
Mcl-1 Bim block	-11	0	-3	-1	-4	-1	-4	2
Bcl-XL Bim block	-14	-5	-7	-7	-3	-9	-13	2
Bim-Bcl-W	-7	-1	0	-4	-5	-2	-7	2
RGS4-Gao reg	99	104	101	105	99	116	99	86
RGS8-Gao reg	103	98	98	101	101	110	99	96
RGS7-Gao reg	101	104	99	103	101	117	100	91
ABCG2 inh	1	6	44	0	-2	1	12	-5
ABCB1 block	0.2	0.7	0.7	0.3	-0.6	0.7	1.6	-6.9
Bfl-1 Bim block	0	-1	-22	0	-1	-5	-14	-3
Bcl-2 Bim block	-12	1	-5	-1	-5	0	-14	0
